# Source: PubChem (National Center for Advancing Translational Sciences (NCATS))
# TrxR1 substrate = qHTS Assay for Substrates of Mammalian Selenoprotein Thioredoxin Reductase 1 (TrxR1): qHTS | Thioredoxin reductase 1, cytoplasmic (Rattus norvegicus), O89049 | purified TrxR1 substrate turnover, NADPH consumption readout | Potency, µM (series often up to 114 µM), inactives show at the highest dose activity change, negative = substrate turnover | 390,000 compounds, 0.01% hits; note: potency is the fitted concentration of half-maximal effect; % is set by controls: 0 for no effect and ±100 for the full control effect; nearly all actives have a fitted effect of over 50% in size
# Target sequence (O89049 whole entry, looked up): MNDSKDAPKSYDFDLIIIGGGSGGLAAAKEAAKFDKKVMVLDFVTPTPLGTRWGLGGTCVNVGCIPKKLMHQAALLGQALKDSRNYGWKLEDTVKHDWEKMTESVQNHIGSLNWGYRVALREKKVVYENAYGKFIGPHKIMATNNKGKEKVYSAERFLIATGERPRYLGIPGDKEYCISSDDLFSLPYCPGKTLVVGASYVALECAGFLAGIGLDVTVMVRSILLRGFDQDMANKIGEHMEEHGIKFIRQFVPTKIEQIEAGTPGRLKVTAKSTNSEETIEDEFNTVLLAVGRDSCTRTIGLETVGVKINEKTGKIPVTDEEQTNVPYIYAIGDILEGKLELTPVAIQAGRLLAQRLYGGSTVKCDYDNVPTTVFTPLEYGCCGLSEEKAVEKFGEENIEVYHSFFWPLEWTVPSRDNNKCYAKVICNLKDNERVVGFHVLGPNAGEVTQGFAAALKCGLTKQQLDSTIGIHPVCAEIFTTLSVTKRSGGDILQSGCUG
#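 Rat TrxR1, dispensed at 90 nM, was prereduced with 400 uM NADPH (final) for 5 min at ~22 deg C, then incubated with compound 15 min before 400 uM selenite. A first-read NADPH fluorescence drop versus no-compound background flagged substrates.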
# TrxR1 inh = qHTS Assay for Inhibitors of Mammalian Selenoprotein Thioredoxin Reductase 1 (TrxR1): qHTS | Thioredoxin reductase 1, cytoplasmic (Rattus norvegicus), O89049 | recombinant rTrxR1, NADPH fluorescence consumption, selenite substrate | Potency, µM (top dose mostly 114 µM), without a hit: at the top dose activity change, negative = inhibition, most hits filed as inhibitors | 390,000 compounds, 1% hits; note: potency is the fitted concentration of half-maximal effect; % is set by controls: 0 for no effect and ±100 for the full control effect; nearly all actives have a fitted effect of over 65% in size
#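 Rat TrxR1 (90 nM in the dispensed reagent) was pre-reduced with 400 uM NADPH for 5 min at room temperature, then incubated with compound for 15 min. After 400 uM selenite was added, NADPH fluorescence (Ex 340/Em 450 nm) was followed for 8 min.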
# USP1 inh = Inhibitors of USP1/UAF1: Primary Screen. Potency, µM (titrated, usually from 57.1 µM), for inactives: top-dose activity change, negative = inhibition, usual class: inhibitors. AID 743255, 2014. Ubiquitin carboxyl-terminal hydrolase 1 (Homo sapiens), O94782. 390,000 compounds, 0.23% hits. recombinant USP1/UAF1, Ub-Rhodamine cleavage fluorescence; note: potency is the fitted concentration of half-maximal effect; % is set by controls: 0 for no effect and ±100 for the full control effect; nearly all actives have a fitted effect of over 60% in size; inactives centre near -12
#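 USP1/UAF1 complex at 1 nM was preincubated with compound for 15 min at room temperature, then Ub-Rho substrate (150nM final) was added. Fluorescence (480/540 nm) was read kinetically, 6 reads every 60 seconds.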
# IDH1 R132H inh = qHTS for Inhibitors of mutant isocitrate dehydrogenase 1 (IDH1): qHTS. Isocitrate dehydrogenase [NADP] cytoplasmic (Homo sapiens), O75874. IDH1-R132H enzyme, NADPH consumption, diaphorase/resazurin fluorescence. Potency, µM (highest dose often 76.6 µM), inactives show top-dose activity change, negative = inhibition, most hits filed as inhibitors. 390,000 compounds, 0.093% hits; note: potency is the fitted concentration of half-maximal effect; % is set by controls: 0 for no effect and ±100 for the full control effect; nearly all actives have a fitted effect of over 65% in size
#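 IDH1-R132H (0.5 ug/mL) preincubated 30 min with compound, then NADPH (0.016 mM) and alpha-KG (2 mM) added; 80 min at RT, pH 7.5. Remaining NADPH coupled via diaphorase/resazurin to fluorescence (540/590 nm); concentration-response curves normalized to no-enzyme control.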
# TRHR PAM = qHTS for Small Molecule Agonists and Allosteric Enhancers of Human TRH Receptor: Primary Screen for Enhancers; Thyrotropin-releasing hormone receptor (Homo sapiens), P34981; enhancement, % at 2 µM; AID 493056, 2011; TRHR cells, fluo-8 calcium fluorescence, EC20 TRH enhancement; 360,000 compounds, 0.66% hits; in the data active = enhancement above about 30%; note: 0% is about no effect
#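 TRHR-expressing cells loaded with fluo-8 calcium dye were read kinetically (ex 480/em 530) during compound addition, then stimulated with an EC20 of TRH (10 nM final). Enhancement of the Gq-mediated intracellular calcium response was scored.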
# D2 antag = HTS Assay for Allosteric Antagonists of the Human D2 Dopamine Receptor: Primary Screen for Antagonists | HEK293 TREx D2 cells, calcium flux, dopamine EC80 | inhibition, % at 10 µM | 340,000 compounds, 2% hits | AID 485344, 2010; in the data active = inhibition above about 30%; note: 0% is about no effect
#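 Calcium mobilization kinetics were recorded at 1 s intervals in tetracycline-induced HEK293 T-REx D2 cells, first for 180 s after compound addition and then 180 s after EC80 dopamine.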
# D2 agonist = HTS Assay for Allosteric Agonists of the Human D2 Dopamine Receptor: Primary Screen for Agonists | activation, % at 2 µM | AID 485358, 2010 | 340,000 compounds, 0.53% hits | HEK293 T-REx D2 cells, calcium flux agonist mode;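 active = activation over 3 SD above normal in the single-dose calcium agonist read, cut at about 30% in these data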; note: 0% is about no effect
#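 Agonism is scored from calcium flux in a force-coupled, inducible HEK293 cell line expressing D2, read kinetically for 180 s after compound addition against dopamine controls.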
# PI4K2A inh = qHTS for small molecular inhibitors of PI4K2A. 420,000 compounds, 0.13% hits. purified PI4K2A, ADP-Glo luminescence, 1 h; active compounds read low. activity change, negative = inhibition, % at 76.9 µM; in the data active = activity change below about -50%; inconclusive = mostly about -30% to -49%;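 note: -100% = wells without enzyme as full effect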
# Target sequence (Q9BTU6 whole entry, looked up): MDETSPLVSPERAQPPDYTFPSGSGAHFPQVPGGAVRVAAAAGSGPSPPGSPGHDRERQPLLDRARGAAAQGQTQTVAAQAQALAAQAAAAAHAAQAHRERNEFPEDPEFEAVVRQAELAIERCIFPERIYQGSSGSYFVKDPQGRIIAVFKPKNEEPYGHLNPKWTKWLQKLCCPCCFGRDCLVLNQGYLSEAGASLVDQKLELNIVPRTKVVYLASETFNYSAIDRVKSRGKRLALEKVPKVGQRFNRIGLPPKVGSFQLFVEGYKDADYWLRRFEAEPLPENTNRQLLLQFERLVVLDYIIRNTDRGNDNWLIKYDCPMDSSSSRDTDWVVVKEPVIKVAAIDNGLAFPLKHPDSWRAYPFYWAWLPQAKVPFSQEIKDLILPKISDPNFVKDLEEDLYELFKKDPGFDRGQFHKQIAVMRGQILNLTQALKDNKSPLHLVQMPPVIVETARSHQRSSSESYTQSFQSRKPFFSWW
#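 Compounds are screened against recombinant PI4K2A using PI as substrate and ATP, the latter dispensed at 300 microM. Reactions run one hour at ambient temperature before ADP-Glo detection; full inhibition defined by wells lacking enzyme.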
# TRHR agonist = qHTS for Small Molecule Agonists and Allosteric Enhancers of Human TRH Receptor: Primary Screen for Agonists; Thyrotropin-releasing hormone receptor (Homo sapiens), P34981; TRHR cells, calcium flux fluo-8, FDSS agonist mode; activation, % at 2 µM; 360,000 compounds, 0.18% hits; AID 493084, 2011; in the data active = activation above about 30%; note: 0% is about no effect
#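 TRHR-expressing cells, plated overnight in medium with 10% serum, were loaded with fluo-8 calcium dye at room temperature. After a 10 s baseline, library compound was pin-added and calcium release was recorded kinetically (ex 480/em 530) as agonist response.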
# * = called active by the depositor; ? = inconclusive; . = no result given; & = joins results of further samples; [ ] = remark or other dose. Unless noted, calls come from the whole dose curve; as a rule, active = well fitted inhibition curve with a large enough effect; inconclusive = small, poorly fitted or top-dose-only effect; inactive = no such curve, though single readings can be large or run the other way. Compounds were not picked by outcome; 3.9% or so of the library scored in one or more.
# Every second line gives: TrxR1 substrate, TrxR1 inh, USP1 inh, IDH1 R132H inh, TRHR PAM, D2 antag, D2 agonist, PI4K2A inh, TRHR agonist
1	CCCCn1c(-c2ccccc2)cnc1SCC(=O)NCCc1ccc(OC)c(OC)c1
    -3%, -4%, -18%, 5%, -6, -7, -0.6, -2, -0.9
2	CS(=O)(=O)N(CC(=O)N1CCCC1)Cc1ccc(Cl)cc1
    -16%, -18%, 0%, 9%, -2, 15, 0.7, 5, 0.2
3	COc1cc(CN2CCNC(=O)C2CC(=O)NC2CCCCC2)cc(OC)c1 (stereo not given)
    -8%, ?, -4%, -1%, 19, 11, -0.1, -2, 0.3
4	COc1cc(C(=O)NC2CCN(CC(=O)Nc3cccc(C)c3C)CC2)cc(OC)c1OC
    -10%, ?, -19%, 6%, 14, -3, 1.0, 7, -0.3
5	Cc1cc(C)c(NC(=O)CNC(=O)c2ccc3ncsc3c2)c(C)c1
    -4%, 9%, -9%, -7%, ., ., ., -2, .
6	Cc1ccc(NC(=O)N2CCCC2C(=O)NCCc2ccccc2)cc1 (stereo not given)
    2%[57.1 µM], 19%[57.1 µM], -16%, -7%, 8, -14, -1.0, 7, -0.4
7	O=C(CCc1ccccc1)Nc1ccc(S(=O)(=O)N2CCOCC2)cc1
    -2%, 11%, -4%, -4%, 10, -12, -0.1, 2, 0.4
8	Cc1cc2c(cc1C)-c1nnc(-c3ccc4ccccc4n3)n1C(C)(C)C2
    ., ., ., ., -3, 1, 0.0, ., 0.5
9	CS(=O)c1nc(-c2ccc(Br)cc2)cc(-c2ccccc2)c1C#N (stereo not given)
    6%, 10%, -13%, -7%, -4, -10, -0.1, 5, -2.1
10	COCP(=O)(c1ccccc1)c1ccccc1
    -6%, 14%, -26%, 1%, 3, -14, 0.7, 5, -0.1
11	CCN1CCN(c2ccc(S(=O)(=O)N3CCCCC3)cc2NC(=O)c2ccc([N+](=O)[O-])s2)CC1
    -9%, -8%, -8%, -1%, -7, 10, 1.2, -3, 0.1
12	CCCN(c1ccccc1CC)S(=O)(=O)c1ccc2c(c1)CC(C)N2C(=O)C1CC1 (stereo not given)
    -10%, 14%, -27%, ., -6, ., -0.2, -1, 0.0
13	CN(CC(=O)Nc1cccc(F)c1)C(=O)c1ccc(COc2ccccc2)o1
    6%, 11%, -8%, 2%, -3, -9, -0.4, 9, -0.2
14	O=C(Cc1ccc(S(=O)(=O)N2CCOCC2)s1)Nc1nc2c(s1)CCCC2
    -2%, -22%, ?, 7%, 10, ., ., -23, 0.0
15	O=C(Nc1nnc(S(=O)(=O)Nc2ccccc2)s1)c1ccccc1Cl
    0%&-2%, 22%, -30%&-4%, -6%&-4%, 0&-8, -6, -0.2&-0.3, -3&-5, 0.1&0.1
16	CC(C)CCNC(=S)Nc1ccccc1F
    -9%[57.1 µM], 5%[57.1 µM], -16%, 3%, 7, -6, 0.1, 11, 0.2
17	CCCN(CCO)Cc1ccc(Br)cc1
    5%, 11%, -9%, -2%, -6, -17, -0.1, 1, -1.8
18	CCCN(CC1CC1)C(=O)CCc1nnc(CCc2c[nH]c3ccccc23)o1
    -2%, -1%, -1%, 3%, 10, 5, -0.5, 6, -1.2
19	CN(C)CC(O)COc1cccc(OCC(O)CN(C)C)c1 (stereo not given)
    0%, -76%[57.1 µM], -14%, 3%, -1, 55*, 0.2, 0, 1.3
20	CC(C)NC(=O)CSc1nc2ccccc2n1CC(=O)N(C(C)C)C(C)C
    10%, 22%, -8%, 7%, 0, 9, 0.0, 4, -0.4
21	CC(Oc1ncnc2ccccc12)C(=O)Nc1cccc(S(=O)(=O)N2CCOCC2)c1 (stereo not given)
    -10%, -9%, -12%, 2%, 2, -6, -0.1, 1, 0.8
22	CCC(=O)N1CCCc2cc(S(=O)(=O)N3CCC(C(=O)NC4CCC(C)CC4)CC3)ccc21 (stereo not given)
    2%[57.1 µM], 9%[57.1 µM], ?, 4%, -2, ., 0.7, -1, -1.0
23	O=C(CSc1nc2ccccc2s1)NNC(=S)Nc1ccc(Cl)cc1
    7%[57.1 µM], -29%[57.1 µM], -21%, -5%, 1, -2, -1.2, 0, -1.7
24	COCCNC(=O)c1onc(CSc2ccc(C)c(C)c2)c1C(=O)O
    -8%[57.1 µM], 10%[57.1 µM], -30%, 10%, 3, 17, 0.6, 0, -0.2
25	O=S(=O)(Nc1cc(Cl)ccc1-n1cncn1)c1ccccc1Cl
    -8%, -17%, 1%, 0%, 0, 4, 0.0, 0, 0.3
26	Cc1cccc(C)c1NC(=O)Cn1nc(C)c2sc3ccccc3c2c1=O
    -2%, 0%, -3%, -6%, -3, ., -0.8, 0, 0.3
27	COc1ccc(NC(=O)CSc2nc3ccccc3nc2N2CCOCC2)cc1
    -2%[57.1 µM], -3%[57.1 µM], -21%, -5%, -5, 20, -0.5, 0, -0.4
28	Cc1nc(Nc2cc(F)ccc2C)c2nnn(Cc3ccccc3)c2n1
    3%, 10%, -21%, 4%, -2, -6, 0.6, 6, -0.1
29	Cc1ccc(C(=O)N2CCC(C(=O)NC3CCCC3)CC2)cc1
    8%, 28%, -13%, -12%, 1, -2, 0.3, -2, -0.2
30	COc1ccc(NC(=O)CSc2nc3c(cc2C#N)CN(C)CC3)cc1
    -10%, ?, -5%, 1%, -2, 19, -0.2, -17, 1.0

# Some values from the results shown:
# COCP(=O)(c1ccccc1)c1ccccc1 – USP1 inh = -26%
# O=C(CCc1ccccc1)Nc1ccc(S(=O)(=O)N2CCOCC2)cc1 – TRHR agonist = 0.4
# CCCN(CCO)Cc1ccc(Br)cc1 – D2 antag = -17

# Structural class: the compounds so far containing two or more sulfur atoms (four)
# Every second line gives: TrxR1 substrate, TrxR1 inh, USP1 inh, IDH1 R132H inh, TRHR PAM, D2 antag, D2 agonist, PI4K2A inh, TRHR agonist
11	CCN1CCN(c2ccc(S(=O)(=O)N3CCCCC3)cc2NC(=O)c2ccc([N+](=O)[O-])s2)CC1
    -9%, -8%, -8%, -1%, -7, 10, 1.2, -3, 0.1
14	O=C(Cc1ccc(S(=O)(=O)N2CCOCC2)s1)Nc1nc2c(s1)CCCC2
    -2%, -22%, ?, 7%, 10, ., ., -23, 0.0
15	O=C(Nc1nnc(S(=O)(=O)Nc2ccccc2)s1)c1ccccc1Cl
    0%&-2%, 22%, -30%&-4%, -6%&-4%, 0&-8, -6, -0.2&-0.3, -3&-5, 0.1&0.1
23	O=C(CSc1nc2ccccc2s1)NNC(=S)Nc1ccc(Cl)cc1
    7%[57.1 µM], -29%[57.1 µM], -21%, -5%, 1, -2, -1.2, 0, -1.7

# Carrying on:
# Every second line gives: TrxR1 substrate, TrxR1 inh, USP1 inh, IDH1 R132H inh, TRHR PAM, D2 antag, D2 agonist, PI4K2A inh, TRHR agonist
31	CCOC(=O)c1[nH]c(C)c(CCC(=O)OC)c1C
    -1%[57.1 µM], 4%[57.1 µM], -12%, 5%, 17, 16, 0.9, 5, -1.0
32	O=C(NNC(=O)c1cc2cc3ccccc3nc2s1)c1ccc(F)cc1
    8%[57.1 µM], 15%[57.1 µM], 15%, 6%, 2, -13, -0.3, -25, -0.5
33	O=C(c1ccccc1)c1ccc(OC(=O)N2CCOCC2)cc1
    8%, 21%, -11%, 8%, 3, 15, 0.2, 8, -0.4
34	COC(=O)CSc1nnc(-c2ccco2)o1
    9%[57.1 µM], 26%[57.1 µM], -11%, 0%, -3, -5, -0.1, -16, 1.0
35	O=C(NCc1nc2ccccc2[nH]1)c1cccc(S(=O)(=O)N2CCCC2)c1
    -1%, -4%, -20%, 5%, -3, 14, -0.4, -7, -0.7
36	COc1cc(C(=S)NC2CCCCC2)ccc1O
    -2%, -6%, -23%, 4%, -1, 11, -1.1, 0, -0.8
37	O=C(CCCSc1nc2ccccc2s1)NC1=NCCS1
    -8%, -4%, -6%, 6%, -2, -6, -1.4, -2, -1.1
38	Cc1cccc(N2C(=O)CSC23C(=O)N(CC(=O)Nc2cccc(Cl)c2)c2ccccc23)c1 (stereo not given)
    3%, -8%, -21%, -8%, 16, ., -0.4, -7, -2.0
39	COc1cc([C@H]2[C@@H]3CCCC[C@]3(O)CCN2CC(=O)Nc2ccc(C)cc2)ccc1O
    -5%, -5%, -19%, 0%, 18, -3, -0.1, 2, 0.9
40	COC(=O)CC1(CC(N)=O)SCCS1
    4%[11.4 µM], 13%[11.4 µM], -6%, 4%, ., ., ., 1, .
41	CC12CCC(C(=O)N(CCC#N)CCC#N)(CC1=O)C2(C)C (stereo not given)
    1%, 18%, -16%, 2%, -4, 11, 0.8, 3, 0.9
42	CCOC(=O)c1c(S(=O)(=O)N2CCC(C(=O)NCc3ccc(F)cc3)CC2)c(C)n(C)c1C
    1%[57.1 µM], 6%[57.1 µM], -24%, 15%, -1, ., 0.4, -3, -0.5

# Entries of single compounds as entered above:
# Shown for COc1cc(C(=S)NC2CCCCC2)ccc1O : TrxR1 substrate: -2%; TrxR1 inh: -6%; USP1 inh: -23%; IDH1 R132H inh: 4%; TRHR PAM: -1; D2 antag: 11; D2 agonist: -1.1; PI4K2A inh: 0; TRHR agonist: -0.8
# Shown for COC(=O)CC1(CC(N)=O)SCCS1 : TrxR1 substrate: 4%[11.4 µM]; TrxR1 inh: 13%[11.4 µM]; USP1 inh: -6%; IDH1 R132H inh: 4%; TRHR PAM: .; D2 antag: .; D2 agonist: .; PI4K2A inh: 1; TRHR agonist: .
